Shiga inhibitor: A qHTS for Small Molecule Inhibitors of Shiga Toxin | Vero cells, Shiga toxin protein synthesis inhibition reporter | inhibition, % at 38.7 µM | 290,000 tested, 9.2% active | AID 2315, 2010; in the data active = inhibition mostly above about 28%, no sharp cut-off; inactive = mostly below about 43%; also: 0% is about no effect
Tb PYK inh: qHTS of Trypanosoma Brucei Inhibitors; pyruvate kinase (Trypanosoma brucei), Q57TT1; TbPYK enzyme, Kinase-Glo Plus ATP luminescence, 45 min; Potency, µM (top dose mostly 76.8 µM), without a hit: at the top dose activity, negative = inhibition, hits mostly inhibitors; 410,000 tested, 0.12% active; also: potency is read from the fitted curve at half-maximal effect; % is scaled to controls: 0 for no effect and ±100 for the full control effect; nearly all actives have a fitted effect of over 50% in size
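TbPYK + substrate in 50 mM TEA pH 7.2, 100 mM KCl, 10 mM MgCl2, 0.05% BSA, 0.01% Tween-20; cpd pinned; ADP 130 uM final; 45 min RT; Kinase-Glo Plus 10 min; luminescence endpoint.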
CHX counter: Cycloheximide Counterscreen for Small Molecule Inhibitors of Shiga Toxin | cell reporter, cycloheximide protein synthesis inhibition counterscreen | max response, % | 300,000 tested, 12% active; in the data active = max response mostly above about 13%, no sharp cut-off; inactive = mostly below about 14%; also: read at 38.3 µM for the half of the compounds with a filed dose; 0% is about no effect
Pf growth 48h: Primary qHTS for delayed death inhibitors of the malarial parasite plastid, 48 hour incubation | Potency, µM (series often up to 28.7 µM), for the others: at the top dose activity change, negative = inhibition, hits mostly inhibitors | 310,000 tested, 5.9% active | AID 504832, 2011 | P. falciparum luciferase growth in erythrocytes, 48 h; also: potency is read from the fitted curve at half-maximal effect; % is scaled to controls: 0 for no effect and ±100 for the full control effect
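In quantitative HTS format, infected erythrocytes bearing luciferase-reporter parasites were treated for a single generation at 37 C. Luminescence after adding detection reagent served as the growth measure.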
Pf growth 96h: Primary qHTS for delayed death inhibitors of the malarial parasite plastid, 96 hour incubation; P. falciparum luciferase reporter growth, 96 h; Potency, µM (highest dose often 28.7 µM), without a hit: at the highest dose activity change, negative = inhibition, hits mostly inhibitors; 320,000 tested, 6.9% active; AID 504834, 2011; also: potency is read from the fitted curve at half-maximal effect; % is scaled to controls: 0 for no effect and ±100 for the full control effect
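Two-generation exposure (96 h) targets delayed-death phenotype. Reporter parasites carrying integrated firefly luciferase, in red cells at 2% hematocrit and 0.05% parasitemia final, kept at 37 C, 5% CO2; luminescence loss indicates inhibition.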
LmPK inhibitor: qHTS Assay for Inhibitors of Leishmania Mexicana Pyruvate Kinase (LmPK); Potency, µM (top dose mostly 57.5 µM), for inactives: at the highest dose activity change, negative = inhibition, actives largely listed as inhibitors; Q27686; purified LmPK, Kinase-Glo ATP luminescence, 1 h; AID 1721, 2009; 290,000 tested, 0.37% active; also: potency is read from the fitted curve at half-maximal effect; % is scaled to controls: 0 for no effect and ±100 for the full control effect
Target sequence (Q27686 whole entry, looked up): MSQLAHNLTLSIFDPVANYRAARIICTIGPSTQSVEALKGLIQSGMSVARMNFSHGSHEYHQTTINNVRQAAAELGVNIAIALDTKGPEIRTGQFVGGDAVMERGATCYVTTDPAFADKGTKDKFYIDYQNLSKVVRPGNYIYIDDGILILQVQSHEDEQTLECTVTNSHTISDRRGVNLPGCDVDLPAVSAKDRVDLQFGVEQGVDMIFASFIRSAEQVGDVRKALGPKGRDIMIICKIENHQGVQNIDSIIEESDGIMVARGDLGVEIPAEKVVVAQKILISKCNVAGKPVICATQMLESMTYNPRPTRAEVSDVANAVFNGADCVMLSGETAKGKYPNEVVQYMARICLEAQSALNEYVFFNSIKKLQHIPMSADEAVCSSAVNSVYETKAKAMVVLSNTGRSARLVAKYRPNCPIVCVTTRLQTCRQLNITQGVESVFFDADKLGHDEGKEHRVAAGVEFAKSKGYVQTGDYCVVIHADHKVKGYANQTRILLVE
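Pyruvate kinase activity monitored as ATP production (luciferase luminescence). Conditions: 0.1 nM enzyme, 0.5 mM PEP, 0.1 mM ADP, 1 h, RT; normalized against uninhibited and no-enzyme wells.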
AmpC inh no detg: qHTS Inhibitors of AmpC Beta-Lactamase (assay without detergent); 330,000 tested, 0.52% active; AmpC nitrocefin hydrolysis, absorbance 480 nm, 0.0001% Triton; Potency, µM (series often up to 57.1 µM), for inactives: at the top dose activity change, negative = inhibition, most hits filed as inhibitors; P00811;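 also: potency is read from the fitted curve at half-maximal effect; plate controls were no compound for no effect and no enzyme for full effect; nearly all actives have a fitted effect of over 20% in size; some results filed as inactive show a strong effect at the top dose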
Target sequence (P00811 whole entry, looked up): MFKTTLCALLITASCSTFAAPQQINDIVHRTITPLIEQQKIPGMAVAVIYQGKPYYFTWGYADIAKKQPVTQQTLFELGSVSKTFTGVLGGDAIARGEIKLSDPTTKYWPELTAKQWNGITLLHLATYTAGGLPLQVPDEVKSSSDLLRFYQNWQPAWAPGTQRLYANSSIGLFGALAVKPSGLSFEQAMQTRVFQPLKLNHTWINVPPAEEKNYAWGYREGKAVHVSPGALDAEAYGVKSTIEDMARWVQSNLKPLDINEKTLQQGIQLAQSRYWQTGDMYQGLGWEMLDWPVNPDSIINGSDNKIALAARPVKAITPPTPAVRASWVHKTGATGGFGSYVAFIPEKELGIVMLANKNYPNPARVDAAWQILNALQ
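20 mM phosphate pH 7.0 + 0.01% (detergent screen) or 0.0001% Triton X-100; 5.3 nM AmpC reagent; cpd preinc 15 min RT; nitrocefin (800 uM stock) to start; A480 q20 s × 4 min; Activity was normalised to no-enzyme and no-compound control wells.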
* hit, by the source's call; i = inactive; u = inconclusive; x = no result given; & = joins results of further samples; [ ] = dose if it differs, or a comment. Unless noted, calls follow the shape of the dose curve; as a rule, active = well fitted curve in the direction sought with a large enough effect; inconclusive = small, poorly fitted or top-dose-only effect, or another doubt; inactive = no such curve, though single readings can be large; an effect the other way counts as inactive or inconclusive. Rows were taken by chance. Share with any hit: about 22%.

SMILES	Shiga inhibitor	Tb PYK inh	CHX counter	Pf growth 48h	Pf growth 96h	LmPK inhibitor	AmpC inh no detg
Cc1ccc(C(=O)COC(=O)c2nc3nccc(C)n3n2)c(C)c1	x	0.4%	x	u	12.3%	x	-24.3%
CCOC(=O)C1=C(C)NC(SCC(=O)Nc2cc(C)on2)=C(C#N)C1c1cccs1 (centres undefined)	-14.0	0.3%	-3.4	10.4µM*	u	-10.3%	2.7%
CCOC(=O)c1c(S(=O)(=O)N2CCN(c3ccc(C(C)=O)cc3)CC2)c(C)n(C)c1C	-2.3	1.9%	2.2	-22.3%	15.3%	-7.1%	77.1%[activator]
COC(=O)c1ccc(-c2ccco2)n1Cc1cc(C)ccc1C	23.3	-1.1%	-4.8	x	u	9.0%	-23.9%
COc1ccc(OC(C)C(=O)NC2CC(C)(C)NC(C)(C)C2)cc1 (centres undefined)	-14.3	-16.9%	-2.4	-13.5%	26.5%	-0.9%	-10.7%
Cc1cnc(C(=O)Nc2ccc3c(c2)CCC3)cn1	81.9*	2.2%	39.0*	198.3%[activator]	20.7%	-21.8%	-17.8%
Cc1cccc(CNC(=O)c2ccc3c(c2)N(C)CCS3)c1	10.6	-8.4%&1.8%	1.3	-29.7%	-4.2%	0.4%	-18.5%
COc1ccc(-n2c(SCC(=O)NCC3CCCO3)nc3n[nH]c(C)c3c2=N)cc1 (centres undefined)	-29.8	-4.3%	5.3	u	x	8.4%	47.7%
O=C(NCCCN1CCOCC1)c1ccc2c(=O)n(CCc3ccccc3)c(=O)[nH]c2c1	-1.2	1.8%	0.9	x	-12.8%	-0.1%	-15.1%
O=C1Nc2ccccc2C1=Nc1ccc(F)cc1	0.2	0.6%	14.5	20.1%	14.4%	4.0%	-15.1%
COCCC(=O)NC1CCCc2c1cnn2-c1cccc(C)c1C (centres undefined)	-3.8	-1.2%	-1.1	0.2%	0.0%	1.4%	52.5%
Cc1ccsc1C(=O)OCC(=O)Nc1nnc(-c2ccccc2)o1	x	-4.3%	x	6.9%	-1.9%	x	-24.3%

Another view of part of the listing above.
The line under a structure holds: Shiga inhibitor	Tb PYK inh	CHX counter	Pf growth 48h	Pf growth 96h	LmPK inhibitor	AmpC inh no detg
CCOC(=O)C1=C(C)NC(SCC(=O)Nc2cc(C)on2)=C(C#N)C1c1cccs1 (centres undefined)
  -14.0	0.3%	-3.4	10.4µM*	u	-10.3%	2.7%
O=C(NCCCN1CCOCC1)c1ccc2c(=O)n(CCc3ccccc3)c(=O)[nH]c2c1
  -1.2	1.8%	0.9	x	-12.8%	-0.1%	-15.1%

The results go on.
SMILES	Shiga inhibitor	Tb PYK inh	CHX counter	Pf growth 48h	Pf growth 96h	LmPK inhibitor	AmpC inh no detg
CC(Sc1nnc(NC2CC2)s1)C(=O)Nc1ccc(N2CCOCC2)cc1 (centres undefined)	x	-9.6%	x	4.7%	2.1%	x	-8.8%
Cc1cccc(NC(=S)N2CCN(C(=O)c3ccco3)CC2)c1	-25.5	-2.6%	2.1	4.7%	u	-10.0%	-5.0%
CC1Cc2ccccc2N1S(=O)(=O)c1cccc(C(=O)NCCCn2ccnc2)c1 (centres undefined)	-2.5	-2.0%	6.8	u	u	0.5%	107.1%[activator]
O=C(NC1=NCCS1)c1ccc(Cl)c(Cl)c1	67.9*	-2.8%	47.5*	181.9%[activator]	-0.5%	-7.2%	-3.7%
COc1ccc(C2CC(c3cccs3)=NN2C(=O)CCC(=O)O)cc1OC (centres undefined)	-4.6	9.6%	-0.9	-0.5%	2.62µM*	-11.7%	-18.2%
O=C(COc1ccccc1)NC(Cc1c[nH]c2ccccc12)C(=O)O (centres undefined)	9.5	-9.2%	-4.8	1.0%	19.1%	-4.4%	-13.9%
Cc1[nH]nc2c1C(c1ccccc1F)CC(=O)N2 (centres undefined)	-11.2	6.5%	13.3*	13.9%	73.3%[activator]	-2.6%	-13.2%
NC(=O)c1sc2nc(-c3ccccc3)c3c(c2c1N)CCCC3	-10.4	-24.5%	-3.5	32.9%[activator]	2.4%	-19.6%	-22.0%
O=C(NCc1ccccc1)C1CCCN1S(=O)(=O)c1ccc(Cl)cc1 (centres undefined)	-4.2	1.4%	-1.4	-9.4%	120.2%[activator]	-1.5%	-4.6%
CCn1cc(NC(=O)Nc2ccccc2C(=O)OC)c(C(N)=O)n1	-7.3	3.1%	-0.4	-5.9%	x	4.4%	-19.6%
CCn1c(C)c(C(C)=O)c(N2CCN(c3ccc(OC)cc3)CC2)nc1=S	7.9	-3.7%	-1.2	0.5%	i[5.75 µM]	0.6%	31.1%
CCOC(=O)C1CCCN(S(=O)(=O)c2cc3c4c(c2)CCC(=O)N4CCC3)C1 (centres undefined)	x	-1.0%	x	u	u	x	25.8%
CCCCc1ccc(NC(=S)Nc2ccc(Nc3ccc(OC)cc3)cc2)cc1	5.4	-24.2%	7.7	-9.0%	-2.2%	3.3%	-48.0%
C=CCOc1ccc(CNCC2CCCO2)cc1 (centres undefined)	-7.3	-4.6%	-1.4	11.0%	-5.5%	0.8%	-14.7%
CCCCn1c(=N)n(CC(O)COc2ccc(C)cc2)c2ccccc21 (centres undefined)	-12.0	x	-4.8	2.33µM*	x	-2.4%	-4.5%
Cc1ccc(SC(C)c2nc(-c3cccnc3)no2)cc1 (centres undefined)	70.3	-3.2%	6.1	u	-14.1%	1.6%	43.8%
COCCNC(=S)N1CCN(c2ccc(Cl)cc2)CC1	-2.7	-6.7%	-3.4	6.0%	u	0.6%	2.2%
Cn1c(SC2CCCCC2=O)nnc1-c1ccncc1 (centres undefined)	-24.5	-24.4%	6.6	-15.0%	-6.0%	-2.0%	-4.7%
CC(C)Cn1cc(C(=O)NCCCN2CCCC2=O)c2c3ccccc3n(C)c2c1=O	-5.2	-19.9%	-0.5	u	x	-7.9%	36.5%
CCN(CC)CCOC(=O)c1ccc(NC(=O)c2cccc(C)c2[N+](=O)[O-])cc1	17.9	1.3%	12.3	31.3%[activator]	52.2%[activator]	8.7%	-8.4%
Cc1ccc(C(=O)NCC(=O)OC(C)C(=O)NC2CCCc3ccccc32)cc1 (centres undefined)	x	-17.5%	x	32.4%[activator]	49.3%[activator]	x	54.9%
Cn1c(=O)c2c(nc(N3CCCCCC3)n2CC(=O)c2ccccc2)n(C)c1=O	-7.2	5.8%	-4.8	17.9%	174.4%[activator]	2.0%	-12.1%
Cc1ccc(C(=O)Oc2ccccc2N2C(=O)C3C4CCC(C4)C3C2=O)cc1 (centres undefined)	-6.3	-9.1%	2.9	26.4%	19.9%	2.1%	31.8%
Cc1ccc(CSc2nnc(-c3ccncc3)n2N)cc1	17.8	-1.4%	7.7	3.4%	-13.7%	-2.5%	-10.0%
COc1ccc(C2=NOC(C(=O)Nc3ccc4c(c3)OCO4)C2)cc1OC (centres undefined)	88.8*	-11.0%	27.9*	-21.6%	-7.1%	-2.0%[11.5 µM]	-19.2%
CC(/C=N/NC(=O)Cn1cnc2c1c(=O)n(C)c(=O)n2C)=C\c1ccccc1	12.6	-2.7%	-5.3	9.4%	-21.8%	-0.8%	-8.5%
Cc1ccc(-c2nnn(CC(=O)NC3CC4CCC3C4)n2)cc1 (centres undefined)	11.7	-1.7%	11.6*	21.3%	-18.3%	-1.9%	-8.5%
O=C(COC(=O)c1ccccc1NC(=O)C1CC1)c1ccc2c(c1)OCCO2	75.3*	x	53.7*	4.4%	u	0.3%	-7.9%
O=C(CNC(=O)c1ccco1)N/N=C/c1cc(Br)ccc1O	-13.3	1.4%	-0.6	6.8%	42.7%[activator]	-1.1%	-41.9%
COc1cccc(C(=O)N2CCN=C2SCc2cccnc2)c1OC	-17.0	-2.4%	-7.5	x	u	-1.9%	-4.5%
Cc1cccc(NC(=O)CN2C(=O)CCSc3ccc(S(=O)(=O)N4CCOCC4)cc32)c1C	15.6	-2.9%	11.7	-2.5%	u	-0.8%	47.9%
O=C(Nc1nnc(SCC(=O)N2CCCCC2)s1)c1ccccc1F	30.1	0.9%	17.5	26.7%	3.7%	4.3%	-10.1%
O=C1CCc2cc(S(=O)(=O)N3CCCC3C(=O)NC3CCCCCCC3)ccc2N1 (centres undefined)	-11.8	6.5%	-3.4	x	u	7.0%	49.4%
Cn1c(Cn2c(=O)sc3ccccc32)nnc1SCC(=O)NCc1ccccc1Cl	4.2	0.3%	2.7	4.1%	-8.4%	5.0%	-12.2%
CCC(C)(C(=O)Nc1ccc(OC)cc1)N(C)C(=O)Cn1nnnc1N (centres undefined)	-14.0	7.0%	-2.2	-13.6%	19.9%	8.1%	-9.5%
Cn1nnc(NC(=S)NC(=O)/C=C/c2ccco2)n1	-4.1	-21.7%	2.1	35.0%[activator]	4.0%	13.0%	-33.7%
CNC(=O)/C=C/c1cccc(C(F)(F)F)c1	-14.8	4.0%	1.0	16.3%	55.6%[activator]	-1.3%	-4.8%
Cc1cc(/C=C2\SC(=S)NC2=O)c(C)n1-c1ccccc1	58.1*	-5.4%	43.7*	112.0%[activator]	-7.0%	-17.8%	-42.7%
CC(=O)N1N=C(c2cccs2)CC1c1ccc(C)o1 (centres undefined)	45.8	1.5%	-2.3	u	-26.2%	-0.3%	-16.8%
CC[C@H](C)Cc1cn([C@@H](CCCCN)C(=O)NCCCCCCCCCCC(=O)N2CCNCC2)nn1	x	0.0%	x	11.7µM*	u	x	104.5%[activator]
O=C(CNS(=O)(=O)c1ccccc1)OCC(=O)c1cccc([N+](=O)[O-])c1	-9.6	1.6%	-2.3	-4.3%	u	0.3%	-44.9%
COc1ccccc1-n1cc(C(=O)NCC(=O)N2CCN(Cc3ccccc3)CC2)c2ccccc2c1=O	-10.2	3.5%	2.5	u	-96.4%	12.4%	141.9%[activator]
CC1CC(C)CN(C(=O)CN2CCN(Cc3ccc(Cl)cc3)C2=O)C1 (centres undefined)	-17.5	-1.8%	-2.8	x	u	5.0%	64.1%[activator]
O=C(Cn1nnc2ccccc21)NNC(=O)c1ccccc1	3.9	-5.2%	-1.5	60.0%[activator]	65.6%[activator]	-14.6%	-1.7%
O=C(CCc1nnc(CCc2ccccc2)o1)N1CCCCC1CCn1cccn1 (centres undefined)	37.4	0.2%	4.8	7.4%	36.8%	-2.6%	43.1%
CCNc1ccc(S(=O)(=O)N(C)C)cc1[N+](=O)[O-]	-15.3	0.7%	-1.9	15.9%	u	-0.6%	-17.6%

Copied from the list:
CHX counter result of CNC(=O)/C=C/c1cccc(C(F)(F)F)c1 reads 1.0
Shiga inhibitor result of Cc1cc(/C=C2\SC(=S)NC2=O)c(C)n1-c1ccccc1 reads 58.1*
CHX counter result of CCNc1ccc(S(=O)(=O)N(C)C)cc1[N+](=O)[O-] reads -1.9
Shiga inhibitor result of O=C(CNS(=O)(=O)c1ccccc1)OCC(=O)c1cccc([N+](=O)[O-])c1 reads -9.6

Compound activity: PubChem BioAssay, National Center for Advancing Translational Sciences (NCATS)
